AMA1 RON2 block: inhibitors of Plasmodium falciparum AMA1-RON2 interaction; Potency, µM (highest dose often 58.2 µM), for inactives: top-dose activity change, negative = inhibition, most hits filed as inhibitors; 360,000 tested, 0.2% active; AlphaScreen AMA1-biotinylated RON2 peptide binding;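 note: potency is the fitted concentration of half-maximal effect; 0% = vehicle wells and -100% = peptide control; nearly all actives have a fitted effect of over 45% in size; some results filed as inactive show a strong effect at the top dose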
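AMA1 (3D7) with his tag at 25 nM final met compounds first, then biotinylated RON2 peptide at 25 nM; detection used donor plus acceptor beads, 10 µg/mL apiece, read by AlphaScreen after 30 min at room temperature.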
HCMV inh: blocks human cytomegalovirus replication; AID 1259415; HFF cells, HCMV-luciferase reporter, 72 h; active compounds read low; activity change, negative = inhibition, % at 57.5 µM; 410,000 tested, 4.5% active; in the data active = activity change below about -60%; inconclusive = no clear call, values can overlap the other calls; inactive = above about -39%
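HFF cells seeded 16 h at 37C, treated with compounds, infected with luciferase-reporter HCMV at MOI 1 PFU/cell; luciferase read at 72 h post infection, normalized to buffer-only and Salinomycin controls.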
Giardia FBPA inh: Giardia lamblia aldolase inhibition | A8B2U2 | purified Giardia FBPA | Potency, µM (series often up to 59.6 µM), for inactives: at the top dose activity, negative = inhibition, usual class: inhibitors | 290,000 tested, 0.71% active | AID 2451; note: potency is the fitted concentration of half-maximal effect; nearly all actives have a fitted effect of over 55% in size
Target sequence (A8B2U2 whole entry, looked up): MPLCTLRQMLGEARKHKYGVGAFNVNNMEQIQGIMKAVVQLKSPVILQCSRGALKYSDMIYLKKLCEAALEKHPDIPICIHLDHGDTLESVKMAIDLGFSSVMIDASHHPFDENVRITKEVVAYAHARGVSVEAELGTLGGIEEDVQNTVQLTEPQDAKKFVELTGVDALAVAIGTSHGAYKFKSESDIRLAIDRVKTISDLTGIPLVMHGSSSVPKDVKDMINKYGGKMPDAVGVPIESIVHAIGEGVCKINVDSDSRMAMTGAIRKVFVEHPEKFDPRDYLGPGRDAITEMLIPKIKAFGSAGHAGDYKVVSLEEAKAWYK
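40 nM FBPA preincubated 10 min at RT with compound (up to 57.5 uM final), then substrate plus GAPDH/TPI/NAD/arsenate coupling and diaphorase/resazurin added. Fluorescence read after 20 min at RT, 525/598 nm.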
AmpC detergent: AmpC beta-lactamase inhibition with detergent present; Potency, µM (series often up to 114 µM), for the others: top-dose activity change, negative = inhibition, most hits filed as inhibitors; AmpC hydrolysis of nitrocefin, absorbance 480 nm, 0.01% Triton; AID 485294; 370,000 tested, 0.041% active;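 note: potency is the fitted concentration of half-maximal effect; 0% = no-compound wells and -100% = no-enzyme wells; nearly all actives have a fitted effect of over 25% in size; some results filed as inactive show a strong effect at the top dose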
Target sequence (P00811 whole entry, looked up): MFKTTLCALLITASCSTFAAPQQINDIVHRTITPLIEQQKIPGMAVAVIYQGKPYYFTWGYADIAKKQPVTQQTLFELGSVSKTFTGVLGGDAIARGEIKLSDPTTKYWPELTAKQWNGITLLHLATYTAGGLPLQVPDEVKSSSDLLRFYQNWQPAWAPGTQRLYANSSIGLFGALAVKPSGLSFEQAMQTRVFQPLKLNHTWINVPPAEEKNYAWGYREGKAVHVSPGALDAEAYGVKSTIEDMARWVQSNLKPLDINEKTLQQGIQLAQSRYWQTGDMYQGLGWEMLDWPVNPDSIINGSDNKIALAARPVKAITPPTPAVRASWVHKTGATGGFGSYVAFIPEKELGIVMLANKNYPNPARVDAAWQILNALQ
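20 mM phosphate pH 7.0 + 0.01% (detergent screen) or 0.0001% Triton X-100; 5.3 nM AmpC reagent; cpd preinc 15 min RT; nitrocefin (800 uM stock) to start; A480 q20 s × 4 min; Activity was normalised to no-enzyme and no-compound control wells.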
Sm TGR block: S. mansoni TGR enzyme inhibition. 360,000 tested, 3% active. Potency, µM (doses to about 114 µM), for the others: at the top dose activity change, negative = inhibition, most hits filed as inhibitors. purified TGR, DTNB reduction, TNB absorbance 405 nm; note: potency is the fitted concentration of half-maximal effect; nearly all actives have a fitted effect of over 60% in size
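Kinetic colorimetric format: TGR-catalysed, NADPH-driven DTNB reduction monitored via TNB absorbance. Enzyme dispensed at 20 nM; compound exposure 15 min at room temperature before reaction start.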
AmpC no deterg: blocks E. coli AmpC beta-lactamase in detergent-free assay; P00811; AmpC nitrocefin hydrolysis, absorbance 480 nm, 0.0001% Triton; Potency, µM (titrated, usually from 57.1 µM), for the others: at the highest dose activity change, negative = inhibition, most hits filed as inhibitors; 330,000 tested, 0.52% active;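 note: potency is the fitted concentration of half-maximal effect; plate controls were no compound for no effect and no enzyme for full effect; nearly all actives have a fitted effect of over 20% in size; some results filed as inactive show a strong effect at the top dose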
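20 mM phosphate pH 7.0 + 0.01% (detergent screen) or 0.0001% Triton X-100; 5.3 nM AmpC reagent; cpd preinc 15 min RT; nitrocefin (800 uM stock) to start; A480 q20 s × 4 min; Activity was normalised to no-enzyme and no-compound control wells.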
* = called active by the depositor; ? = inconclusive; . = no result given; & = joins results of further samples; [ ] = another dose, or the depositor's remark. Unless noted, calls come from the whole dose curve; as a rule, active = well fitted curve in the direction sought with a large enough effect; inconclusive = small, poorly fitted or top-dose-only effect, or another doubt; inactive = no such curve, though single readings can be large; an effect the other way counts as inactive or inconclusive. Unless noted, % is set by controls: 0 for no effect and ±100 for the full control effect. This is a random part of the collection; any-hit rate near 7.8%.

Preview:
SMILES	AMA1 RON2 block	HCMV inh	Giardia FBPA inh	AmpC detergent	Sm TGR block	AmpC no deterg
COc1ccc(C(C(=O)NC2CCCC2)N(Cc2cccnc2)C(=O)Cc2cccs2)c(OC)c1 (stereo unspecified)	15%	39	9%	10%	-6%	4%
COc1ccc(C(=O)Nc2ccc(NC(=O)C(C)C)nc2)cc1	13%	-16	-9%	-5%	1%[57.1 µM]	-4%

All compounds of this part, from the first entry:
SMILES	AMA1 RON2 block	HCMV inh	Giardia FBPA inh	AmpC detergent	Sm TGR block	AmpC no deterg
COc1ccc(C(C(=O)NC2CCCC2)N(Cc2cccnc2)C(=O)Cc2cccs2)c(OC)c1 (stereo unspecified)	15%	39	9%	10%	-6%	4%
COc1ccc(C(=O)Nc2ccc(NC(=O)C(C)C)nc2)cc1	13%	-16	-9%	-5%	1%[57.1 µM]	-4%
COCc1ccc(CN2CCCC(CO)(Cc3cccc(OC)c3)C2)o1 (stereo unspecified)	0%	-23	2%	0%	?	8%
Cc1ccsc1C(=O)C1CCCN(Cc2ccccc2O)C1 (stereo unspecified)	-10%	0	0%	-5%	0%	-11%
CC(=O)Nc1ccc(S(=O)(=O)N2CCN(C(=O)c3ncoc3-c3cccc(F)c3)CC2)cc1	47%[activator]	?	-1%	2%	-11%	6%
CCOC(=O)C1(CCOc2ccccc2)CCN(Cc2ccc(COC)o2)CC1	-16%	-11	-6%	1%	-32%	120%[activator]
CC(=O)Nc1ccc(Nc2ncc([N+](=O)[O-])c(Nc3ccc(NC(C)=O)cc3)n2)cc1	-5%	-35	-6%	3%	-14%	-5%
CC(C)(C)NC(=O)C(c1ccccc1F)N(Cc1ccco1)C(=O)c1csnn1 (stereo unspecified)	-15%	-18	0%	?	-4%	3%
Cc1ccc(C)n1NC(=O)c1ccc([N+](=O)[O-])cc1	-10%	-34	6%	-9%	-23%	2%[2.29 µM]
CN=C(Nc1ccc(Cl)cc1)c1cccc(C(F)(F)F)c1	14%	-6	2%	-11%	0%	33%
CCC1CCCCN1C(=O)NC(=O)c1ccccc1 (stereo unspecified)	-6%	28	.	2%	2%	2%
CCn1c2ccccc2c2cc(NC(=O)COc3ccccc3OC)ccc21	-22%	-27	1%	-9%	-4%	-8%
COC1CCN(C(=O)C2CCC(=O)N(C3CCCCCC3)C2)CC1 (stereo unspecified)	5%	0	.	-10%	-8%	2%
O=C1CCC(C(=O)Nc2cccc(Br)c2)N1 (stereo unspecified)	-2%	-5	12%	5%	4%	-6%
C#CCn1c(=NC(=O)c2ccc(Br)s2)sc2cccc(OC)c21	-5%	-28	-2%	?	3%	1.4µM*
Cc1cc(C)c(C)c(S(=O)(=O)Nc2ccc(O)cc2)c1C	0%	-24	-9%	-4%	3%	-31%
O=C(CN1C(=O)COc2ccc(S(=O)(=O)N3CCCC3)cc21)N1CCN(c2ccc(F)cc2)CC1	.	-4	.	-8%	-5%	.
COc1cccc(NC(=O)C2CCCN2S(=O)(=O)c2ccc3c(c2)C(C)(C)C(=O)N3C)c1 (stereo unspecified)	8%	10&-10	-2%	-20%&4%	62%&-7%	99%[activator]
COc1ccc(O)c(C(=O)CC(=O)c2ccccc2C)c1	-25%	38	-5%	13%	18%	-4%
O=C(CCc1ccccc1Cl)N1CCN(S(=O)(=O)c2ccccc2)CC1	-6%	-18	.	?	5%	39%
O=C(Nc1nc2ccccc2s1)c1cc2c(s1)-c1ccccc1OC2	0%	-26	-1%	?	-26%	-25%
O=C1/C(=C/c2cccc(F)c2)CSc2sccc21	11%	5	1%	-9%	0%	-23%
Cc1cc(C)c2c(CN3CCCCC3C)cc(=O)oc2c1 (stereo unspecified)	10%	121	5%	-5%	-6%	-25%
CCN(CC)C(=O)N1CCN(S(=O)(=O)c2ccccc2)CC1	0%	-6	-1%	0%	-4%[57.1 µM]	-7%
O=C(c1ccc(-n2cncn2)c([N+](=O)[O-])c1)N1CCN(c2cccc(Cl)c2)CC1	1%	-26	.	1%	0%	-31%
COc1ccc(OC)c(-c2cc(C(=O)NC3CCCC3)c3ccccc3n2)c1	-2%	23	3%	-1%	-9%	26%
Cc1ccc(/C=C/c2ccc(=O)n(Cc3ccc(F)cc3)n2)cc1	10%	-38	2%	-1%	16%	-18%
CC(C)CNC(=O)C(=O)NCc1ccccn1	58%[activator]	-11	-4%	-3%	-2%	-8%
Cc1cc(-c2nc(C)c(-c3nnc(SCC(=O)Nc4ccccc4)n3C)s2)no1	-8%	?	3%	3%	2%	-17%
CCOC(=O)c1nnn(-c2nonc2N)c1CN(CC)CC	3%	18	2%	11%	5%	-4%
CNC(=O)c1ccc(Nc2nnc(-c3ccc(O)cc3)c3ccccc23)cc1	0%	-11	6%	-7%	-26%	-18%
COc1ccccc1NS(=O)(=O)c1cc([N+](=O)[O-])ccc1N/N=C/c1c(C)[nH]c2ccccc12	0%	17	-2%	-4%	-15%	-36%
Cc1ccc(NC2=NCC(=O)N2c2ccc3c(c2)OCCO3)c(C)c1	-9%	79	-19%	-3%	-17%	-17%
CCc1ccc(OCCCC(=O)Nc2ccc(S(=O)(=O)Nc3cc(C)nc(C)n3)cc2)cc1	0%	15	-12%	0%	-22%	12%
COC(=O)CCCC(=O)Nc1ccc(Cl)c(Cl)c1	1%	15	-2%	?	2%	-13%
CC(C)CNS(=O)(=O)c1ccc(CCC(=O)Nc2ccc3c(c2)OCCO3)cc1	-2%	-5	1%	2%	-13%	-28%
Cc1cccn2cc(-c3ccc(F)cc3)nc12	59%[activator]	-28	-5%	?	4%	-13%
COc1ccccc1NC(=O)c1c(NC(=O)c2ccco2)sc2c1CCC(C(C)(C)C)C2 (stereo unspecified)	.	-11	.	9%	3%	.
CSS(=O)(=O)c1cccc2cccnc12	18%	-15	18µM*	-1%	0%	0%
Cc1ccccc1CN1CCN(Cc2cc3ccccc3o2)CC1CCO (stereo unspecified)	-11%	-18	12%	-18%	-26%	155%[activator]
COc1cccc(NC(=O)c2cnc(SC)nc2)c1	41%[activator]	59	-2%	2%	-1%	-10%
COc1ccccc1CN1C2CCCC1CC(NC(=O)/C=C/c1ccccc1)C2 (stereo unspecified)	-3%	-9	1%	-7%	7%	30%
CCN(CC)CCCNC(=O)CNC(=O)c1nn(-c2ccc(OC)c(OC)c2)c(=O)c2ccccc12	-2%	-24	11%	-6%	-19%	-3%
O=C(NNC(=O)c1ccccc1F)c1cccc(Cl)c1	2%	67	0%	1%	31%	-16%
CCCOc1ccc(N2C(=O)CC(N(CCOC34CC5CC(CC(C5)C3)C4)C(C)=O)C2=O)cc1 (stereo unspecified)	2%	4	-10%	5%	8%	73%[activator]
COc1ccccc1CNc1nc(-c2ccco2)nn1S(C)(=O)=O	.	-5	.	0%	-11%	.
COC(=O)c1ccccc1NC(=O)CNCCc1ccc(OC)c(OC)c1	-20%	34	?	3%	-1%	9%
CCN(C(=O)CSc1nnc(-c2ccncc2)o1)c1ccccc1	0%	?	2%	?	-22%	-7%
COC(=O)c1c(-c2ccc(Cl)cc2)noc1N1CCN(c2ccc(C(C)=O)cc2)CC1	.	10	.	14%	6%	.
Cc1ccc(Nc2nc(NCCCN3CCOCC3)nc(N)c2[N+](=O)[O-])cc1C	-13%	9	1%	?	-1%	32%

Record cards, as listed above. Order of values: AMA1 RON2 block, HCMV inh, Giardia FBPA inh, AmpC detergent, Sm TGR block, AmpC no deterg
COc1ccc(C(=O)Nc2ccc(NC(=O)C(C)C)nc2)cc1 as listed: 13%, -16, -9%, -5%, 1%[57.1 µM], -4%
O=C(c1ccc(-n2cncn2)c([N+](=O)[O-])c1)N1CCN(c2cccc(Cl)c2)CC1 as listed: 1%, -26, ., 1%, 0%, -31%
COc1ccc(OC)c(-c2cc(C(=O)NC3CCCC3)c3ccccc3n2)c1 as listed: -2%, 23, 3%, -1%, -9%, 26%
CC(C)CNS(=O)(=O)c1ccc(CCC(=O)Nc2ccc3c(c2)OCCO3)cc1 as listed: -2%, -5, 1%, 2%, -13%, -28%

(continued)
SMILES	AMA1 RON2 block	HCMV inh	Giardia FBPA inh	AmpC detergent	Sm TGR block	AmpC no deterg
Cc1ccc2c(CN3CCC(C)CC3)cc(=O)oc2c1C	2%	22	6%	3%	10%	-13%
CN(C)S(=O)(=O)c1ccc(-c2csc(N/N=C/c3ccc(O)cc3)n2)cc1	-2%	?	-15%	-4%	-19%	-38%
Cc1cc(C)cc(OCC(=O)N/N=C/c2ccncc2)c1	-18%	-15	-8%	-13%	2%	-17%
COc1ccc(CC(=O)NNC(=O)COc2ccc(C)cc2)cc1S(=O)(=O)N1CCOCC1	138%[activator]	-2	.	?	0%	-11%
CN1CCN(c2nc3cc(C(F)(F)F)ccc3n3cccc23)CC1	-11%	?	-9%&2%	.	.	.
CC(=O)Nc1ccc(NC(=O)C(C)OC(=O)CCc2c[nH]c3ccccc23)cc1 (stereo unspecified)	-1%	-12	.	-1%	0%	-10%
Cc1ccc(S(=O)(=O)CC(=O)N(CCCN(C)C)c2nc3ccc(C)cc3s2)cc1	-4%	-6	.	-20%	-15%	213%[activator]
O=C1CC(c2ccccc2)Cc2nc(NC3CC3)ncc21 (stereo unspecified)	-2%	-13	3%	-3%	0%	-14%
COC(=O)c1cc(NC2c3ncccc3C(=O)N2Cc2ccccc2)cc(C(=O)OC)c1 (stereo unspecified)	10%	5	0%	?	12%	-12%
CCOc1ccc(NC(=S)NCCCN2CCN(c3ccc(OC)cc3)CC2)cc1	-26%	-33	0%	-1%	-25%	55%
CC(C)N1C(=O)S/C(=C/c2ccc3c(c2)n(C)c(=O)n3C)C1=O	7%	56	0%	1%	7%	-28%
Cc1ccc(C(=O)OCC(=O)NCCN2C(=O)CSC2=O)cc1[N+](=O)[O-]	0%	-3	.	.	.	-25%
Cc1cc(C)c(S(=O)(=O)Nc2ccc3oc4c(c3c2)CCCC4)cc1C	.	3	.	21%	3%	.
COc1ccccc1NC(=O)c1cc2c(cc1Cl)N1CCCCCC1=NS2(=O)=O	6%	68	.	.	.	-13%
COC(=O)c1ccc(CN2CCCC(C(=O)c3ccccc3OC)C2)cc1 (stereo unspecified)	-11%	-1	-6%	?	-10%	-3%
CCCCn1c(N)c(N(CCC(C)C)C(=O)c2ccc(N3CCCC3=O)cc2)c(=O)[nH]c1=O	7%	9	.	-13%	9%	-13%
Cn1c(=O)c2c(nc(N/N=C/c3ccc(OC(=O)c4ccco4)cc3)n2Cc2ccccc2)n(C)c1=O	23%	72	?	-9%	1%	-15%
COCCNC(=O)C(C#N)c1nc2ccccc2nc1N1CCCCCC1 (stereo unspecified)	-4%	-28	-19%	-10%	0%	106%[activator]
Cc1cccc(NC(=O)COC(=O)c2cccs2)c1C	0%	18	8%	-5%	-9%	-3%
COc1cccc(C(=O)c2cn(CC(=O)Nc3cccc(Cl)c3C)c3nc(C)ccc3c2=O)c1	.	-1	.	3%	-2%	.
Cc1nnc(NC(=O)c2ccc(Br)o2)s1	-1%	-12	-12%	?	8%	-9%
O=C(c1ccccc1)N1CCC(c2nc3ccccc3o2)CC1	.	22	.	15%	4%	.

Source: PubChem
